ADAM10 inh = human ADAM10 inhibitors, primary screen, biochemical, QFRET, HTS; Disintegrin and metalloproteinase domain-containing protein 10 (Homo sapiens), O14672; inhibition, % at 7 µM; recombinant ADAM10, EDANS/DABCYL FRET peptide cleavage, 3 h; AID 720582, 2013; 0.62% of 370,000 active;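 active = inhibition above a per-campaign cutoff equal to the mean of compounds falling between control-based bounds plus 3 SD, cut at about 20% in these data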;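 note: 0% = DMSO wells while the 100% control is not disclosed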
ASAP1 inh = inhibitors of human ASAP1 ArfGAP activity, primary screen, biochemical, fluorescence polarization; Arf-GAP with SH3 domain, ANK repeat and PH domain-containing protein 1 (Homo sapiens), …; ASAP1-stimulated ARF1 GTP hydrolysis, GDP FP detection; inhibition, % at 16.5 µM; 0.19% of 360,000 active; in the data active = inhibition above about 25%;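 note: 0% = vehicle with enzyme and substrate and 100% = no enzyme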
Target sequence (Q9ULH1 325-724 limits assumed): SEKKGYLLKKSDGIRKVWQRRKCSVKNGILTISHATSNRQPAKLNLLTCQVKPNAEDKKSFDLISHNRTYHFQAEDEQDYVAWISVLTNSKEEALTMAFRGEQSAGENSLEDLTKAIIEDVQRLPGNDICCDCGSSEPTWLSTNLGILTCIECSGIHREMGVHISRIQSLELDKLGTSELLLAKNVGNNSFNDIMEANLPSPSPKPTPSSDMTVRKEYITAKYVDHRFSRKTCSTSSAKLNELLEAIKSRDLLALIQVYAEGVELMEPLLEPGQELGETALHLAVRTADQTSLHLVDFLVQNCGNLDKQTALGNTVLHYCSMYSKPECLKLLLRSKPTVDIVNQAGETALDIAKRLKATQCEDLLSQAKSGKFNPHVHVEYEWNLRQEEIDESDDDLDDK
TDP2 inh = human TDP2 enzyme inhibitors, primary screen, biochemical, epi absorbance, recombinant enzyme. Tyrosyl-DNA phosphodiesterase 2 (Homo sapiens), O95551. T5PNP hydrolysis, p-nitrophenol absorbance 415 nm. inhibition, % at 12.8 µM. 0.34% of 370,000 active;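 active = inhibition above the mean of all tested compounds plus 3 SD, set per campaign, cut at about 25% in these data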;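 note: 0% = DMSO with enzyme and 100% = buffer with substrate but no TDP2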
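System – recombinant human TDP2 · Amount – 120 nM TDP2 per well · Buffer or medium – Mg2+-containing Tris-HCl buffer, pH 7.5 · Reagent – T5PNP substrate, 5 mM · Dosing – 12.8 µM single point, 1% DMSO · Incubation – 2 h at 37 °C · Measured by – epi absorbance · Read-out basis – percent inhibition · Benchmarks – high control without enzyme, low control DMSO plus TDP2 · Repeats – singlicate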
Tn7 DDE FP = inhibitors of Tn7 peptide binding to fibrin DD(E), primary screen, biochemical, fluorescence polarization, human fibrin, Tn7 probe | Fibrinogen beta chain (Homo sapiens), P02675 | FP displacement of FITC-Tn7 peptide from fibrin DD(E); 0% = median of compound wells per plate | inhibition, % at 8.3 µM | 0.13% of 370,000 active;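 active = inhibition above the mean of compounds falling within the control limits plus 3 SD of them, cut at about 14% in these data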;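 note: 0% = plate median of compound wells and 100% = 10 µM Aha-Tn7 peptide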
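Also added: labelled Tn7 tracer, 0.1 µM; Assay system: human fibrin DD(E) protein; Amount: 2 µM fibrin DD(E); Schedule: 10 min compound pre-incubation, 3 h probe incubation at room temperature; Repeats: one replicate per compound; Read-out basis: percent inhibition; Measured by: fluorescence polarization of the labelled Tn7 tracer.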
PLCb3 inh = human PLC-beta3 inhibitors, primary screen, biochemical, fluorescence; 1-phosphatidylinositol 4,5-bisphosphate phosphodiesterase beta-3 (Homo sapiens), Q01970; inhibition, % at 12.2 µM; Purified PLC-beta3, fluorogenic substrate; 0.18% of 370,000 active; in the data active = inhibition above about 11%;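 note: 0% = median of compound wells on plate and 100% = full blocker control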
DDE Tn6 FP inh = inhibitors of Tn6 peptide binding to fibrin DD(E), primary screen, biochemical, fluorescence polarization, human fibrin, Tn6 probe | Fibrin DD(E) TRITC-Tn6 fluorescence polarization displacement | inhibition, % at 8.3 µM | 0.21% of 370,000 active;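 active = inhibition above a per-campaign cutoff: mean of compounds within control limits plus 3 SD, cut at about 15% in these data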;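 note: 0% = median of all compound wells on the plate and 100% = blocking peptide control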
SIAE inh = human SIAE inhibitors, primary screen, biochemical, fluorescence polarization, FP-Rh probe, 1536-well HTS | Sialate O-acetylesterase (Homo sapiens), Q9HAT2 | SIAE FP-Rh probe binding | inhibition, % at 9.66 µM | 0.69% of 370,000 active | AID 1053197, 2014;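 active = inhibition above a cutoff: mean of compounds within the control limits plus 3 SD of those, cut at about 17% in these data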;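 note: 0% = plate median of compound wells and 100% = probe without SIAE protein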
ADAM17 inh = ADAM17 inhibitors, primary screen, biochemical, QFRET; Disintegrin and metalloproteinase domain-containing protein 17 (Homo sapiens), P78536; recombinant ADAM17, EDANS/DABCYL FRET peptide cleavage; inhibition, % at 6.95 µM; 0.83% of 370,000 active;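 active = inhibition above the mean of compounds lying between control limits plus 3 SD, set per campaign, cut at about 8.5% in these data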;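 note: 0% = DMSO-only wells as the low control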
Target sequence (P78536 215-824 limits assumed): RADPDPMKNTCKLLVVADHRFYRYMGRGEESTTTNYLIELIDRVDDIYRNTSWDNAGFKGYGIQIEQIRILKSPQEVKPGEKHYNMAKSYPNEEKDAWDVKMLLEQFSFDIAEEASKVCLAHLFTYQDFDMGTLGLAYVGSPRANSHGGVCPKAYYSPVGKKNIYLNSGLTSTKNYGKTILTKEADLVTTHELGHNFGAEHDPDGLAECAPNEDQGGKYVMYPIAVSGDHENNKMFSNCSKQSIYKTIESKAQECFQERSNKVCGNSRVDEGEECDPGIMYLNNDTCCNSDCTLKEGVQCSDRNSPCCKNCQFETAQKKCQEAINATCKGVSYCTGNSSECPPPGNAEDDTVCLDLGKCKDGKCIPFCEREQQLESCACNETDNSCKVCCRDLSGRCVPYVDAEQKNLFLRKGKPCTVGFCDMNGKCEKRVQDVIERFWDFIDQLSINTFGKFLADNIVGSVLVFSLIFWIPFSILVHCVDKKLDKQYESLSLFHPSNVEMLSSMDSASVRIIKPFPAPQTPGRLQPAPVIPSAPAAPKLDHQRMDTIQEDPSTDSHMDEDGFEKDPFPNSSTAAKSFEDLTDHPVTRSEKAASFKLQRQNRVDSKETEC
ARFGAP1 inh = inhibitors of rat ARFGAP1 GAP activity, primary screen, biochemical, fluorescence polarization, GDP tracer; ADP-ribosylation factor GTPase-activating protein 1 (Rattus norvegicus), Q62848; inhibition, % at 16.5 µM; Arfgap1-stimulated ARF1 GTP hydrolysis, GDP FP detection; 0.26% of 360,000 active;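 active = inhibition above a per-plate limit, mean inhibition of low control wells plus 3 SD, cut at about 25% in these data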;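 note: 0% = DMSO wells with enzyme and 100% = wells lacking Arfgap1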
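Material: rat Arfgap1 catalytic domain, aa 1-136; also added: human ARF1(Δ1-17)-GTP substrate; compound dosing: one concentration, 16.5 µM, DMSO 1.26%; incubation: GTP hydrolysis reaction 2 h at 25 °C; measured by: Tracer-displacement fluorescence polarization with EDTA stop, 620/688 nm; evaluation: % inhibition from polarization; repeats: one replicate per compound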
PLC-gamma1 inh = PLC-gamma1 enzyme inhibitors, primary screen, biochemical, fluorescence, purified enzyme. AID 720700, 2013. inhibition, % at 12.2 µM. 1-phosphatidylinositol 4,5-bisphosphate phosphodiesterase gamma-1 (Homo sapiens), P19174. 0.84% of 370,000 active. fluorogenic substrate; in the data active = inhibition above about 9.5%
Numbers without * were called inactive; i = inactive; nt = no result given.

#	SMILES	ADAM10 inh	ASAP1 inh	TDP2 inh	Tn7 DDE FP	PLCb3 inh	DDE Tn6 FP inh	SIAE inh	ADAM17 inh	ARFGAP1 inh	PLC-gamma1 inh
1	COc1ccc(NC(=O)c2cnc3sccn3c2=O)cc1	-1	6	-7	3	-8	8	-3	-1	-8	-4
2	O=C(OCC(=O)c1c[nH]c2ccccc12)c1ccco1	4	-4	-20	0	11*	-2	7	5	8	6
3	COc1ccc(OC)c(S(=O)(=O)NC(N)=NCCc2ccccc2)c1	5	15	8	-4	0	0	2	-1	4	4
4	Cn1c(SCC(=O)N2CCCC2)nc2cccnc21	3	4	-4	5	1	0	5	-3	3	1
5	Nc1cc(Oc2cccnc2)cc([N+](=O)[O-])c1	6	0	-5	-13	3	2	-5	-1	13	4
6	COc1ccc(N2CCN(c3ccc4nnc(CCC(=O)Nc5ccc(C)cc5)n4n3)CC2)cc1	-1	8	2	-3	0	-1	6	-3	2	-1
7	CCOC(=O)N1CCN(S(=O)(=O)/C=C/c2ccccc2)CC1	-3	12	8	1	-2	6	0	-2	-3	-2
8	Cc1cc(C)nc(NC(=O)Cc2ccc([N+](=O)[O-])cc2)c1	-2	0	-2	-12	3	-2	0	0	6	4
9	CCOC(=O)Cn1c(CN2CCN(C(=O)c3ccco3)CC2)nc2c1c(=O)n(C)c(=O)n2C	3	7	-6	-7	0	5	-6	-4	-2	1
10	CC(C)(C)OC(=O)NOCC(=O)N(Cc1ccccc1)CC(O)COc1ccccc1 (stereo not given)	0	4	-3	7	-2	2	3	0	-7	3
11	O=C(CCC(=O)c1ccccc1)Nc1ccc(C(=O)O)cc1	-6	6	3	-5	-1	-2	-2	-1	7	0
12	C=CC(=O)N1C/C(=C/c2ccc(F)cc2)C(=O)/C(=C\c2ccc(F)cc2)C1	20*	5	-14	2	-31	1	-8	11*	7	-14
13	CCCCCCCc1nc2nc(C)c(Br)c(=O)n2[nH]1	4	-3	-17	2	-11	-9	-5	-7	6	-1
14	COc1ccc(N2C(=O)CCC(C(=O)N(C)C3CCCCC3)C2c2ccc(OC)c(OC)c2)cc1 (stereo not given)	-8	-11	6	-4	-2	5	7	-3	1	-1
15	COc1ccc(NC(=O)N(C)C[C@H]2Oc3c(NC(=O)C4CC4)cccc3C(=O)N([C@H](C)CO)C[C@@H]2C)cc1	-3	-7	-1	-7	3	2	14	-1	3	4
16	Cc1[nH]c(=O)[nH]c(=O)c1/C=N/NC(=O)[C@H](C)N	-13	3	4	-3	-26	0	1	-5	-1	-11
17	Fc1ccc(-c2nc3c4ccccc4ccn3c2Cc2cccc(Cl)c2)cc1	-35	-3	-7	8	-18	5	-17	-10	-19	-15
18	C/C(=N\NC(=O)c1ccc(CN2CCc3ccccc3C2)cc1)c1ccccc1O	-3	6	-10	2	-99	-3	-3	0	2	-74
19	CCOc1ccc(C(C(=O)NC2CCCC2)N(Cc2ccccc2)C(=O)c2nsc(Cl)c2Cl)cc1 (stereo not given)	13	-6	4	-3	5	-7	-6	2	-3	3
20	Cn1nc(C(C)(C)C)cc1NC(=O)Nc1ccc(Cl)cc1	-4	6	4	-2	-4	2	5	-2	-1	-1
21	O=C(Nc1ccc(Br)cn1)c1ccc(COc2c(F)c(F)cc(F)c2F)o1	5	-18	3	0	-1	4	-2	0	-5	2
22	C=CCN=C1NC(c2ccc(F)cc2)C(C(=O)OC)=C(C)N1C (stereo not given)	-2	2	10	-1	0	0	5	-4	-7	-2
23	CC(C)C(=O)Nc1ccc(NC(=O)c2ccccn2)cn1	3	-8	-3	2	1	0	3	1	-3	1
24	S=c1[nH]nc(-c2ccc(Br)cc2)n1-c1ccc(Br)cc1	6	-18	-3	5	-6	9	6	-1	1	1
25	COc1ccc2c(c1)c(/C=C/c1cc[n+](C)cc1)cn2C	7	5	10	-21	-98	-6	-4	0	-1	-75
26	CC1CCN(CCCNC(=O)c2ccc(CS(=O)(=O)Cc3ccc(Cl)cc3)o2)CC1	1	8	27*	-3	-6	-7	14	0	8	3
27	Cc1ccccc1N1CCN(Cc2nc(Cc3ccccc3F)no2)CC1	5	0	-2	-4	-4	-6	6	1	-7	3
28	COc1ccccc1-c1nn(Cc2ccccc2)cc1C(=O)NCC(c1ccco1)N1CCCC1 (stereo not given)	-13	1	-14	3	-2	0	8	-1	5	4
29	COc1ccccc1NS(=O)(=O)c1ccc2[nH]c(=S)oc2c1	-17	-2	7	-2	-6	3	4	-4	6	5
30	CCN(CC(=O)Nc1ccc(NC(C)=O)cc1)C(=O)c1cc2c(s1)CCCC2	-10	9	-2	-8	-3	4	7	-3	-9	-2
31	CN(CC(=O)NC(=O)NC1CCCCC1)CC(=O)Nc1ccc(Cl)cc1	-8	0	2	8	-8	-3	-1	-2	-13	0
32	COc1ccc2cc(C(c3nnnn3C3CCCC3)N3CCc4ccccc4C3)c(=O)[nH]c2c1 (stereo not given)	-29	7	-2	-4	-36	-1	8	-10	12	-22
33	O=C(Cn1cccc1)NCc1cccs1	0	5	4	0	-3	1	3	-2	-5	1
34	CC1CC(=O)Nc2ccccc2N1S(=O)(=O)c1ccc(Br)cc1 (stereo not given)	-4	2	0	-5	-4	-5	0	4	8	-3
35	O=C(NC1CCCCN(Cc2ccc(Cl)cc2)C1=O)c1ccccn1 (stereo not given)	-1	nt	-1	-2	-1	-1	-4	-1	nt	2
36	COc1ccc(C(=O)C(C)OC(=O)CNC(=O)C2CCCCC2)cc1 (stereo not given)	-1	5	3	-2	-2	-1	-2	-2	0	3
37	Cc1ccccc1CCN(C(=O)Cn1nnc2ccccc21)C(C(=O)NCC1CCCO1)c1nc2ccccc2n1C (stereo not given)	2	5	6	-3	3	2	-9	0	1	0
38	CCN(C(=O)CSc1nc2nc(C)cc(C)n2n1)C1CCS(=O)(=O)C1 (stereo not given)	4	-8	-8	-1	-1	3	-2	-1	4	3
39	CCOC(=O)C(NC(=O)CC)C(O)c1cccc([N+](=O)[O-])c1 (stereo not given)	6	-4	-6	8	0	-1	-3	-4	7	1
40	COc1ccccc1CNS(=O)(=O)c1ccc(F)cc1Br	5	-16	-6	-2	1	3	-2	6	-12	3
41	O=C(OC12CCCN(C1)/C(=C/c1ccccc1)C2)c1ccc(Cl)cc1 (stereo not given)	18	nt	2	3	-1	3	-1	6	nt	0
42	Cc1cc(OCCCCCn2ccnc2)cc(C)c1Cl	6	-13	-1	6	-1	-6	-7	2	-6	2
43	CCC1Oc2ccc(C)cc2N(CC(=O)NCCC2=CCCCC2)C1=O (stereo not given)	-6	13	10	4	2	6	7	-2	-5	2
44	Cc1cccc(S(=O)(=O)NC2CCCCCCC2)c1	-3	1	-1	7	-5	3	0	2	3	3
45	C[C@@H]1NC(=O)N(CCCn2ccnc2)C1=O	0	14	21	-3	-1	6	0	0	-3	-2
46	Cc1cc(NC(=O)C(C)SCC(=O)N(C)Cc2ccccc2F)no1 (stereo not given)	-6	3	2	8	-3	-7	-3	-6	-5	-2
47	CCN(CC)S(=O)(=O)c1ccc(C(=O)Oc2cc(C)[nH]c(=O)c2[N+](=O)[O-])cc1	-3	3	3	6	-1	-4	0	-5	-7	1
48	O=C(Nc1ccc2c(c1)OCO2)N1CCN(c2ccccc2Cl)CC1	-5	11	7	0	0	-4	3	-3	-1	0
49	Cc1ccc(CS(=O)(=O)Cc2ccc(C(=O)NC3CCCC3)o2)cc1	1	2	8	-2	-6	5	-2	-3	14	4
50	CC(=O)C1=C(O)C(=O)N(c2ccc(Br)cn2)C1c1ccc(Br)cc1 (stereo not given)	-17	-11	-2	-1	-26	-5	-3	-6	-9	-17

(continued)
#	SMILES	ADAM10 inh	ASAP1 inh	TDP2 inh	Tn7 DDE FP	PLCb3 inh	DDE Tn6 FP inh	SIAE inh	ADAM17 inh	ARFGAP1 inh	PLC-gamma1 inh
51	Cn1nc(CC(=O)Nc2cccc3ncccc23)c2ccccc2c1=O	-14	11	0	3	-12	-4	-1	-3	16	-9
52	CCOC(=O)C1CCN(S(=O)(=O)c2nc3nc(C)cc(C)n3n2)CC1	-10	0	2	3	-1	0	4	-6	-1	-1
53	COc1ccc(S(=O)(=O)NCC(c2cccnc2)N2CCN(C)CC2)cc1C (stereo not given)	0	6	-1	0	-2	6	-3	-4	1	-2
54	COc1ccc(OC)c(NC(=O)CSc2nnc3ccc(-c4ccncc4)nn23)c1	-6	16	6	-3	-11	-12	6	-4	9	-2
55	COc1ccc(CNC(=O)CN2CCN(S(=O)(=O)c3c(C)c(C)cc(C)c3C)CC2)cc1OC	-2	0	8	5	-5	6	7	0	-3	3
56	COC(=O)C1=C(C)N(Cc2ccc(Cl)cc2)C(=S)NC1c1ccc(Cl)cc1 (stereo not given)	5	-5	-7	-1	2	4	-3	0	2	2
57	Cc1c(/C=N/NC(=O)C(C)(C)Oc2ccc(Cl)cc2)cnn1C	-2	1	-3	-8	-1	1	-1	5	1	6
58	CNc1cncc(-c2cccc(NS(C)(=O)=O)c2)n1	i	4	2	-4	i	-6	4	i	-5	i
59	CC1(C)CC(=O)C=C(c2ccc(Cl)c(C(F)(F)F)c2)C1	9	13	5	-3	4	-1	2	-1	-3	0
60	COc1ccc(/C=C(/NC(=O)/C=C/c2ccccc2)C(=O)N2CCOCC2)cc1	-1	-4	-10	-2	1	-14	-9	-5	-4	5

Just Tn7 DDE FP, for some of the entries so far:
| # | canonical_smiles | Tn7 DDE FP |
| --- | --- | --- |
| 35 | O=C(NC1CCCCN(Cc2ccc(Cl)cc2)C1=O)c1ccccn1 (stereo not given) | -2 |
| 36 | COc1ccc(C(=O)C(C)OC(=O)CNC(=O)C2CCCCC2)cc1 (stereo not given) | -2 |
